D2 potentiator: D2 dopamine receptor (human) potentiation; potentiation, % at 10 µM; AID 485347; HEK293 T-REx D2, calcium flux, EC20 dopamine potentiation; P14416; hit rate 0.34% among 340,000;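 active = potentiation over 3 SD above the plate norm, cut at about 30% in these data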; also: 0% is about no effect
Target sequence (P14416 whole entry, looked up): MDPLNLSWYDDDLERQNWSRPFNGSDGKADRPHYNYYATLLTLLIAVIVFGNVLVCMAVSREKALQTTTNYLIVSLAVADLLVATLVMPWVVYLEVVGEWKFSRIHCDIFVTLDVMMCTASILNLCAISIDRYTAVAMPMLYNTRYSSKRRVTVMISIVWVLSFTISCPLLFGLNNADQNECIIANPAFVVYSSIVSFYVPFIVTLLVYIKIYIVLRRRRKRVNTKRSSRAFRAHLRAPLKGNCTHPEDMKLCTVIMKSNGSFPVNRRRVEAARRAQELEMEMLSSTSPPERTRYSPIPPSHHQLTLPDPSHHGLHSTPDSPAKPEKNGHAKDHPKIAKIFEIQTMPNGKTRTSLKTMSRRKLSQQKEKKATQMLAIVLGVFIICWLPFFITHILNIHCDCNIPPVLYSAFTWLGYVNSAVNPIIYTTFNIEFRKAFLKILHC
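Cells plated with tetracycline inducer and held overnight at 30 C; calcium dye loaded 30–90 min at room temperature; baseline taken, compound added and read 180 s; EC20 dopamine then added and read 180 s.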
Apoferritin bind: candidate novel general anesthetic via apoferritin binding; Potency, µM (titrated, usually from 77.5 µM), for the others: at the highest dose activity change, negative = displacement, most hits filed as inhibitors; AID 485281; P02791; apoferritin/1-aminoanthracene competitive binding, fluorescence; hit rate 0.074% among 350,000; also: potency is read from the fitted curve at half-maximal effect; % is scaled to controls: 0 for no effect and ±100 for the full control effect; nearly all actives have a fitted effect of over 20% in size
Target sequence (P02791 2-175 limits assumed): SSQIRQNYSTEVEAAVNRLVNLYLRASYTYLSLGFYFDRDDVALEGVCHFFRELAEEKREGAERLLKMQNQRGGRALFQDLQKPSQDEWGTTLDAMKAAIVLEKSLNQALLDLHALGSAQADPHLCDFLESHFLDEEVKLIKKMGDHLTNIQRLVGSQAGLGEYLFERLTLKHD
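Concentration-response curves derived by four-parameter Hill fitting of normalized fluorescence, where compounds displaced 1-AMA from 10 uM horse apoferritin following a brief 10 min room-temperature incubation; propofol titration acted as positive control.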
RXFP1 agonist: activates the human relaxin receptor RXFP1. HEK293T-RXFP1 cAMP TR-FRET, 30 min; response scale: percent of porcine relaxin response, buffer zero. Q9HBX9. Potency, µM (top dose mostly 57.5 µM), for the others: at the top dose activation, hits mostly activators. hit rate 0.3% among 370,000; also: potency is read from the fitted curve at half-maximal effect; % is scaled to controls: 0 for no effect and ±100 for the full control effect; nearly all actives have a fitted effect of over 60% in size; many of its hits are not listed in these tables
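Agonist response is measured as cAMP accumulation in an RXFP1-transfected HEK293T line under PDE4 inhibition. Values are scaled between buffer-only and 29 nM porcine relaxin, and EC50s come from standard Hill equation fits.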
TRHR enhancer: allosteric enhancers of human TRH receptor | TRHR cells, fluo-8 calcium fluorescence, EC20 TRH enhancement | AID 493056 | enhancement, % at 2 µM | hit rate 0.66% among 360,000; in the data active = enhancement above about 30%; also: 0% is about no effect
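Enhancer read-out: after compound pinning and an initial kinetic agonist-mode read, an EC20 of TRH (10 nM final) was injected and fluo-8 calcium signal (Ex 480/Em 530) followed at 1 s/cycle for 100 cycles in TRHR-expressing cells.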
TRHR agonist: TRH receptor (human) agonism | hit rate 0.18% among 360,000 | TRHR cells, calcium flux fluo-8, FDSS agonist mode | P34981 | activation, % at 2 µM | AID 493084; in the data active = activation above about 30%; also: 0% is about no effect
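Steps: seed TRHR cells overnight; add fluo-8 no-wash Ca dye, RT 30 min–1.5 h; record 10 s baseline; pin-transfer compounds; monitor fluorescence 1 cycle/s for the agonist window. Calcium increases flag candidate agonists.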
D1 antagonist: blocks dopamine activation of the human D1 receptor. P21728. HEK293 TREx D1 cells, calcium flux, dopamine EC80; active compounds read low. activity change, negative = inhibition, % at 10 µM. hit rate 3.2% among 360,000. AID 504652; in the data active = activity change below about -30%; also: % is scaled to controls: 0 for no effect and ±100 for the full control effect
Target sequence (P21728 whole entry, looked up): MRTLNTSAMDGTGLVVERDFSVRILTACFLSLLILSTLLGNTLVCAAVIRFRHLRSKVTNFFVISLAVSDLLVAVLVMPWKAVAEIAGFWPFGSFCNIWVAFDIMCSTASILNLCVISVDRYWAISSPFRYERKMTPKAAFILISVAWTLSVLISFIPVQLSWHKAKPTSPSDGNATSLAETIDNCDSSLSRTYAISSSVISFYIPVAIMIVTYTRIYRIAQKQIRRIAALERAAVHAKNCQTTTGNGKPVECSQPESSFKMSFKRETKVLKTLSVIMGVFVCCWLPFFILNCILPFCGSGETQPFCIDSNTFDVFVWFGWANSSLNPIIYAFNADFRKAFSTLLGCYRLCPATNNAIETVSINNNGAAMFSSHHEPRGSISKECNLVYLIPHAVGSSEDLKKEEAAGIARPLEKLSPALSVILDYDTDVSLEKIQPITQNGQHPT
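Allosteric or orthosteric antagonism assessed as attenuation of the calcium response to EC80 dopamine, added 180 s after compound, in induced HEK293 Trex D1 cells loaded with no-wash calcium dye.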
D1 potentiator: enhances dopamine response at the human D1 receptor | P21728 | HEK293 TREx D1 cells, calcium flux, dopamine EC20 potentiation | potentiation, % at 10 µM | hit rate 0.036% among 360,000 | AID 504651; in the data active = potentiation above about 30%; also: 0% is about no effect
RXFP1 antagonist: blocks the human relaxin receptor RXFP1. hit rate 0.59% among 350,000. HEK293-RXFP1, relaxin-stimulated cAMP HTRF, 30 min; active compounds read low. activity change, negative = inhibition, % at 57.5 µM;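 active = activity change of -60% or lower, but not beyond a set lower limit; inconclusive = change between -60% and -40%, or beyond the set limit; inactive = change above -40%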; also: % is scaled to controls: 0 for no effect and ±100 for the full control effect
D1 ag: activates the human D1 dopamine receptor; HEK293 T-REx D1 cells, calcium flux, agonist mode; AID 504660; P21728; activation, % at 2 µM; hit rate 1% among 360,000; in the data active = activation above about 30%; also: 0% is about no effect
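Tetracycline-induced HEK293 TREx D1 cells, force-coupled to calcium signalling, were dye-loaded with a no-wash calcium kit. Compound was pin-added after a 10 s baseline. Fluorescence was read kinetically at 1 cycle/s for 180 s, with calcium rises flagged as agonism.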
Active calls of the source: *; ? = inconclusive; / = not tested or not shown; [ ] = dose if it differs, or a comment. Unless noted, calls follow the shape of the dose curve; as a rule, active = well fitted curve in the direction sought with a large enough effect; inconclusive = small, poorly fitted or top-dose-only effect, or another doubt; inactive = no such curve, though single readings can be large; an effect the other way counts as inactive or inconclusive. Not all compounds are listed; count on the stated rates, not on these rows.

nr	Molecule	D2 potentiator	Apoferritin bind	RXFP1 agonist	TRHR enhancer	TRHR agonist	D1 antagonist	D1 potentiator	RXFP1 antagonist	D1 ag
1	COc1ccc(-c2csc(N3CCSCC3)n2)cc1	6	?	7.2%	-5	0.7	-13	6	-14	2
2	COCCn1nnnc1C(CC(C)C)N1CCN(c2nc3ccccc3s2)CC1 (stereo not drawn)	13	-10%	0.4%	7	-0.2	6	-3	-2	1
3	O=C(c1c(F)cccc1F)N(Cc1ccccc1)Cc1ccccc1	/	-4%	2.3%	-1	-0.1	-19	-10	-5	4
4	Cc1nc(N2CCOCC2)[nH]c(=O)c1[N+](=O)[O-]	2	-2%	2.7%	4	0.4	-2	0	-2	3
5	Cc1cccc(C(=O)c2ccccc2C(=O)O)c1O	-7	-12%	0.8%	-8	-0.1	-21	-6	-1	3
6	COCCN(C(=O)COC(=O)Cc1cccc2ccccc12)c1c(N)n(Cc2ccccc2)c(=O)[nH]c1=O	-7	-16%	-2.1%	0	0.1	8	-1	-12	1
7	O=C(CCCCCn1c(=S)[nH]c2ccccc2c1=O)NCc1ccc2c(c1)OCO2	3	-9%	-3.7%	-3	-0.5	-14	-3	-62*	1
8	FC(F)(F)c1cccc(-c2nnc(-c3ccccc3)c(N3CCOCC3)n2)c1	-10	?	-1.9%	3	-0.1	-3	-3	-12	2
9	Cc1ccc(Cn2cc(S(=O)(=O)c3ccc(C)cc3)c(=O)c3cc(F)c(N4CCCC4)cc32)cc1	/	3%	3.3%	8	-0.2	-8	3	-7	-1
10	CC(=O)Nc1ccc(C2NC(=O)CCC2[N+](=O)[O-])cc1 (stereo not drawn)	14	24%	1.4%	-19	0.1	0	-7	1	1
11	CC(=O)Nc1c(O)n(C)c2ccccc12	-1	2%	-0.1%	-1	-0.5	12	-7	16	0
12	O=C(OCc1nc2ccsc2c(=O)[nH]1)c1cc(Br)c(Br)s1	-5	/	13%	3	0.0	3	-4	14	0
13	O=C(/C=C/c1ccccc1[N+](=O)[O-])Nc1cccnc1	-6	-6%	1.4%	5	-0.9	-11	-1	-4	0
14	COc1ccc(-c2cc(C(F)(F)F)nc(SCC(=O)NCc3ccc(OC)c(OC)c3)n2)cc1	3	-13%	-2.0%	0	-1.2	-3	0	/	0
15	Cc1cc(C)c2c(N)c(C(=O)c3ccccc3)sc2n1	0	1%	-0.4%	18	-2.6	5	0	3	0
16	O=C(NCc1ccccn1)C(=O)NCC1OCCN1S(=O)(=O)c1ccc(F)cc1 (stereo not drawn)	1	-7%	2.0%	-2	0.9	-9	-6	3	3
17	CC(C)NCC(O)COCCOc1ccc(Cl)cc1 (stereo not drawn)	-2	-5%	2.7%	5	0.3	-1	-3	-1	4
18	COc1ccc2c(c1)c(N1CCCC1=O)c(C(=O)Nc1cc(C)c(Cl)cc1OC)n2C	0	-4%	2.5%	6	0.0	-5	-1	/	0
19	C=CCNC(=S)NNC(=O)c1csc(C)c1C	-7	32%[activator]	0.0%	1	3.1	-1	-1	29	2
20	Cc1ccc(S(=O)(=O)N(C)c2ccc(OCC(=O)N3CCCC(C(F)(F)F)C3)cc2)cc1 (stereo not drawn)	1	/	2.7%	-10	-0.2	1	-2	-9	1

Only D1 potentiator (3 entries from above):
no. | molecule | D1 potentiator
17 | CC(C)NCC(O)COCCOc1ccc(Cl)cc1 (stereo not drawn) | -3
18 | COc1ccc2c(c1)c(N1CCCC1=O)c(C(=O)Nc1cc(C)c(Cl)cc1OC)n2C | -1
19 | C=CCNC(=S)NNC(=O)c1csc(C)c1C | -1

The results go on:
nr	Molecule	D2 potentiator	Apoferritin bind	RXFP1 agonist	TRHR enhancer	TRHR agonist	D1 antagonist	D1 potentiator	RXFP1 antagonist	D1 ag
21	CCOc1ccccc1NC1=CC(=O)CC(c2ccccc2)C1 (stereo not drawn)	12	-23%	2.9%	-1	-0.5	-31*	3	9	4
22	CCOc1ccc(CCNC(=O)COC(=O)COc2ccc(C#N)cc2)cc1OCC	14	/	-2.3%	4	0.7	-4	1	-9	4
23	O=C(NCc1cccnc1)c1ccccc1-c1nc(-c2ccccc2)no1	15	-7%	1.1%	3	0.2	17	3	-12	2
24	Cc1ccc(NC(=O)CCCCCCCCCCC2COCCO2)c(C)c1 (stereo not drawn)	6	-8%	0.0%	1	-1.1	-9	2	-3	4
25	Cc1ccc(NC(=O)C(=O)c2c(-c3ccccc3)cc3ccccn23)cc1S(=O)(=O)N1CCOCC1	16	-24%	3.3%	-1	0.2	/	-3	-2	-3
26	N#C/C(=C\c1ccccc1Br)C(=O)NC1CC1	-6	-2%	-1.8%	-3	0.6	-20	-12	-5	1
27	O=c1cc(CO)oc(C(Nc2ccccn2)c2ccsc2)c1O (stereo not drawn)	2	0%	-0.2%	-7	3.2	0	0	/	14
28	Cc1ccc(NC(=S)NCc2ccc(S(N)(=O)=O)cc2)c(C)c1	7	-1%	-1.4%	5	-0.1	-24	2	-7	3
29	Cc1nnc(SCC(=O)Nc2ccc3c(c2)COC3=O)n1-c1ccccc1	-17	-5%	-0.9%	11	0.2	-12	-2	/	0
30	Cn1c(N)c(C(=O)COC(=O)c2cncc(Br)c2)c(=O)n(C)c1=O	8	-14%	13%	1	-0.1	28	0	-6	2
31	Cc1cccc(NC(=O)c2onc3c2CCCC3)c1C	9	?	0.2%	6	-0.1	15	1	8	6
32	CCCCN1C(=O)CC(Nc2ccc(CC)cc2)C1=O (stereo not drawn)	1	2%	-0.6%	2	0.6	7	-11	-10	0
33	CC(/C=N/NC(=O)c1nnn(-c2nonc2N)c1C(C)C)=C\c1ccccc1	10	1%	-2.1%	12	0.3	30	13	-19	2
34	Cc1ccsc1CNC12CC3CC(CC(C3)C1)C2	-1	-15%	-0.7%	-13	0.6	-16	-2	-5	5
35	CCCN(C(=O)COC(=O)CNC(=O)c1ccc2ccccc2c1)c1c(N)n(Cc2ccccc2)c(=O)[nH]c1=O	-12	/	-1.2%	-3	-0.2	-15	-11	?	11
36	OC(COc1ccc(F)cc1)CN1CCN(CC(O)COc2ccc(F)cc2)CC1 (stereo not drawn)	/	0%	0.2%	1	0.2	2	-10	-4	7
37	NS(=O)(=O)c1ccc(NC(=O)Nc2cccc(Cl)c2)cc1	7	-7%	0.8%	3	-3.9	-32*	-10	-31	1
38	CC1CN(C(=O)c2ccccc2OCc2ccccc2Cl)CC(C)O1 (stereo not drawn)	-5	/	0.6%	-1	-2.7	-15	-4	-6	1
39	Cc1c(C(=O)N2CCCC2)sc(NC(=O)c2cccc(Cl)c2)c1C#N	11	-8%	0.0%	21	-0.6	26	-1	-27	7
40	COc1ccc(NC(=O)c2cc3c(=O)n(Cc4ccco4)ccc3nc2C)cc1	-15	-9%	-0.4%	3	0.0	3	2	6	0

The final 3 entries of the part before open the next one.
Below each SMILES: D2 potentiator | Apoferritin bind | RXFP1 agonist | TRHR enhancer | TRHR agonist | D1 antagonist | D1 potentiator | RXFP1 antagonist | D1 ag
38: CC1CN(C(=O)c2ccccc2OCc2ccccc2Cl)CC(C)O1 (stereo not drawn)
→ -5 | / | 0.6% | -1 | -2.7 | -15 | -4 | -6 | 1
39: Cc1c(C(=O)N2CCCC2)sc(NC(=O)c2cccc(Cl)c2)c1C#N
→ 11 | -8% | 0.0% | 21 | -0.6 | 26 | -1 | -27 | 7
40: COc1ccc(NC(=O)c2cc3c(=O)n(Cc4ccco4)ccc3nc2C)cc1
→ -15 | -9% | -0.4% | 3 | 0.0 | 3 | 2 | 6 | 0
41: Oc1c(C(c2ccccn2)N2CCCCC2)cc(Cl)c2cccnc12 (stereo not drawn)
→ -23 | -18% | 3.9% | -2 | 0.7 | 0 | 6 | -4 | 2
42: Cc1ccc2nc(SCC(=O)Nc3cccc(F)c3)nc(=O)n2c1
→ 19 | / | 17% | -8 | -0.2 | 3 | -1 | 4 | 20
43: COc1ccc(C(=O)NCc2nnc(SCC(=O)Nc3cccc(OC)c3)o2)cc1
→ 1 | 2% | -0.4% | -1 | -0.2 | 9 | -3 | 28 | 1
44: CCN(CC)CCCNC(=O)c1ccc2c(c1)NC(=O)C(CS(=O)(=O)Cc1ccc(F)cc1Cl)N2 (stereo not drawn)
→ 22 | ? | 5.4% | 1 | 1.0 | 16 | -2 | -15 | 0
45: CC(C(=O)N/N=C/c1ccc(N(C)C)c(Br)c1)N(c1ccccc1)S(C)(=O)=O (stereo not drawn)
→ -9 | -22% | 3.7% | -6 | -0.8 | 0 | 6 | -9 | 2
46: Cc1ccc(CS(=O)(=O)Cc2ccc(C(=O)NCc3ccco3)o2)cc1
→ -8 | -6% | 1.0% | -14 | 0.2 | 0 | -11 | -20 | 3
47: Cc1cc(C)n(-c2cc(N3CCOCC3)ncn2)n1
→ 3 | 1% | -3.2% | -3 | 0.1 | 4 | 2 | / | 0
48: O=C(NC1CS(=O)(=O)CC1NCc1ccccc1)c1ccccc1 (stereo not drawn)
→ 22 | -12% | 1.8% | 12 | -0.8 | 7 | -6 | -3 | 6
49: Cc1ccccc1NCC(=O)Nc1cc(S(=O)(=O)N2CCCCC2)ccc1C
→ -7 | / | 1.6% | 2 | -0.2 | -12 | 8 | 11 | 4
50: Cn1c(=O)c2c(ncn2CC(=O)Nc2ccc(N3CCOCC3)cc2)n(C)c1=O
→ -8 | -12% | 18% | 4 | -0.1 | -16 | -9 | -8 | 1
51: CCc1ccc(NC(=O)C2CC(=O)Nc3ncnn32)cc1 (stereo not drawn)
→ 11 | 8% | -0.2% | 2 | 0.6 | 0 | 1 | 9 | 4
52: CC1CCCCC12NC(=O)N(CC(=O)OCC(=O)NCc1ccc(F)cc1)C2=O (stereo not drawn)
→ -7 | / | 1.9% | 0 | -0.1 | 7 | / | 5 | 7
53: CCOC(=O)Cc1csc(NC(=O)CSc2nnc(-c3ccc(OC)cc3)n2C)n1
→ 13 | -5% | 0.1% | 11 | -0.9 | 4 | 1 | 2 | 4

Taken from above.
In RXFP1 agonist, Cc1cccc(C(=O)c2ccccc2C(=O)O)c1O reads 0.8%
In TRHR enhancer, Cc1cc(C)c2c(N)c(C(=O)c3ccccc3)sc2n1 reads 18
In D1 potentiator, CC1CN(C(=O)c2ccccc2OCc2ccccc2Cl)CC(C)O1 (stereo not drawn) reads -4
